Screening data: PubChem, National Center for Advancing Translational Sciences (NCATS)
EPAC1 antagonist: qHTS for Antagonist of cAMP-regulated guanine nucleotide exchange factor 3 (EPAC1): primary screen. 360,000 tested, 0.14% active. EPAC1 GEF assay, Rap1b-BODIPY-GDP exchange fluorescence. AID 720709, 2013. Potency, µM (doses to about 115 µM), without a hit: at the highest dose activity change, negative = inhibition, most hits filed as inhibitors;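 also: potency is read from the fitted curve at half-maximal effect; plate controls were vehicle for no effect and positive control for full effect; nearly all actives have a fitted effect of over 50% in size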
Target sequence (O95398 whole entry, looked up): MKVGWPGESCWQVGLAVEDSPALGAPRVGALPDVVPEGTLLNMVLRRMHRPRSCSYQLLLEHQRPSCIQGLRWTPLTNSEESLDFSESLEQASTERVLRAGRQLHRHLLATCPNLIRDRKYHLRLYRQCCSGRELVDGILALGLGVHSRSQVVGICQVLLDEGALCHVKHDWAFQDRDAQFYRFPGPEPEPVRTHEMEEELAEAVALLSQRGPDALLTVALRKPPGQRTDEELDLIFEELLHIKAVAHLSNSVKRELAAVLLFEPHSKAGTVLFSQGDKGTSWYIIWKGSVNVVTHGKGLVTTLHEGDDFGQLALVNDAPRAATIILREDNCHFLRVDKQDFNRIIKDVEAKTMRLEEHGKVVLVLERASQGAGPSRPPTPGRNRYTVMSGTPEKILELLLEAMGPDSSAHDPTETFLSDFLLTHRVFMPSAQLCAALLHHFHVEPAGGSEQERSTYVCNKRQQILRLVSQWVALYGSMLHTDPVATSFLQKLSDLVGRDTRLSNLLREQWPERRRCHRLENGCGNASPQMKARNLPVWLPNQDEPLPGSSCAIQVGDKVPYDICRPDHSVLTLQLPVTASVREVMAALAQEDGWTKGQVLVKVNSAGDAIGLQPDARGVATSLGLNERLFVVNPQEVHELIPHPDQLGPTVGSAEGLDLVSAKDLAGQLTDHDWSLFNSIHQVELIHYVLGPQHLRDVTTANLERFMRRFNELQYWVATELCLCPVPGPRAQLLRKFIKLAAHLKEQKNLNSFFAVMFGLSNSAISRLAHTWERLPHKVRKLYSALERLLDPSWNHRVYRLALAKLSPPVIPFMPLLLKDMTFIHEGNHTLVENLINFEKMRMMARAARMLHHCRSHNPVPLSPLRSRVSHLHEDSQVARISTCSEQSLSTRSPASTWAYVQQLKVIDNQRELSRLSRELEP
FUS yeast rescue: qHTS for Suppressors of FUS Proteinopathy: Primary screen using FUS-linked yeast assay; Potency, µM (titrated, usually from 76.6 µM), for the others: top-dose growth rescue (activation), hits mostly activators; S. cerevisiae FUS-expressing, growth rescue, OD600, 24 h; 390,000 tested, 0.24% active;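 also: potency is read from the fitted curve at half-maximal effect; plate controls were DMSO vehicle for no effect and reference control for full effect; nearly all actives have a fitted effect of over 55% in size; some results filed as inactive show a strong effect at the top dose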
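Read-out: OD at 600 nm after 24hr at 30C, reporting rescue of FUS-induced yeast toxicity. Cells at OD 0.005 in galactose (2%) minimal medium; compounds tested in a dilution series; CP55940 titration from 92uM final as control.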
IL2 activator: qHTS of IL-2 Activators; IL-2 activation reporter assay, cell-based qHTS; stimulated with anti-CD3/CD4/CD28 beads; in transgenic mouse T cells; activation, % (series mostly up to about 46 µM); 360,000 tested, 0.065% active; in the data active = activation above about 50%; inconclusive = mostly about 30% to 49%; also: 0% is about no effect
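EGFP and DsRed fluorescence is measured by plate cytometry in unstimulated transgenic mouse T cells exposed to compound for 60 minutes, then stimulated 18 hours at 37 degrees C with anti-CD3/anti-CD4 beads plus anti-CD28.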
PI5P4Ka inh: qHTS for Inhibitors of phosphatidylinositol 5-phosphate 4-kinase (PI5P4K). Phosphatidylinositol 5-phosphate 4-kinase type-2 alpha (Homo sapiens), P48426. PI5P4Kalpha enzyme, ADP-Glo luminescence, 60 min; stronger effect = lower value. max response, %. 330,000 tested, 1.2% active; active = max response of -50% or lower; inconclusive = between -30% and -50%; inactive = -30% or higher; also: value at the top dose of about 77 µM; % is scaled to controls: 0 for no effect and ±100 for the full control effect
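Compounds were pin-transferred onto PI5P4Kalpha and substrate in HEPES pH 7.4 buffer with EGTA, CHAPS and 5% DMSO. ATP (5 microM final) started the reaction, which ran 60 minutes at room temperature before ADP-Glo detection.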
Abeta rescue: qHTS for compounds that reverse cellular toxicity of Amyloid beta (A-beta) peptide in yeast: Primary Screen; yeast expressing A-beta42, growth rescue, OD600, 48 h; response scale: 0% DMSO, 100% iron-clioquinol control; Potency, µM (titrated, usually from 46.1 µM), inactives show top-dose growth rescue, usual class: activators; 410,000 tested, 0.063% active; AID 1347071, 2019; also: potency is read from the fitted curve at half-maximal effect; nearly all actives have a fitted effect of over 55% in size
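Growth rescue measured by 600 nm absorbance after 48 h yeast culture at 30 C with compound. Values normalized between DMSO and an equimolar ferric chloride plus clioquinol control.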
WRN helicase inh: qHTS for Inhibitors of WRN Helicase; 360,000 tested, 0.46% active; WRN helicase unwinding, fluorescent forked duplex, kinetic; Potency, µM (doses to about 114 µM), for the others: at the highest dose activity change, negative = inhibition, hits mostly inhibitors; AID 651768, 2012; Bifunctional 3'-5' exonuclease/ATP-dependent helicase WRN (Homo sapiens), Q14191; also: potency is read from the fitted curve at half-maximal effect; % is scaled to controls: 0 for no effect and ±100 for the full control effect; nearly all actives have a fitted effect of over 55% in size
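Kinetic fluorescence helicase assay: unwinding of a quenched forked DNA duplex (100 nM final) with 2 mM ATP final raises red fluorescence (525/598 nm). Compounds sat 15 min at room temperature with 20 nM WRN beforehand.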
EPAC1 agonist: qHTS for Agonist of cAMP-regulated guanine nucleotide exchange factor 3 (EPAC1): primary screen | Rap guanine nucleotide exchange factor 3 (Homo sapiens), O95398 | EPAC1 agonist qHTS, biochemical assay; response scale: 100% = response to 6.5 mM cAMP | Potency, µM (titrated, usually from 154 µM), without a hit: at the top dose activation, most hits filed as activators | 360,000 tested, 0.073% active | AID 720707, 2013; also: potency is read from the fitted curve at half-maximal effect; nearly all actives have a fitted effect of over 60% in size
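Nucleotide exchange by EPAC1 (100 nM) on Rap1B–BODIPY-GDP (250 nM) in the presence of 50 uM GDP is tracked fluorescently at 480/540 nm over 30 min. Signals are normalized to a 6.5 mM cAMP control.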
PLK1 PBD inh: qHTS for Inhibitors of PLK1-PDB (polo-like kinase 1 - polo-box domain): Primary Screen; AID 720504, 2013; Plk1 PBD binding of FITC phosphopeptide, fluorescence polarization; 360,000 tested, 2.8% active; Serine/threonine-protein kinase PLK1 (Homo sapiens), P53350; Potency, µM, for inactives: max response, negative = inhibition, most hits filed as inhibitors; also: potency is read from the fitted curve at half-maximal effect; series mostly up to about 57 µM; % is scaled to controls: 0 for no effect and ±100 for the full control effect; nearly all actives have a fitted effect of over 65% in size
Starred values were filed as active, the others as inactive; ? = inconclusive; nt = not tested or not shown; [ ] = remark or other dose. Unless noted, calls follow the shape of the dose curve; as a rule, active = well fitted curve in the direction sought with a large enough effect; inconclusive = small, poorly fitted or top-dose-only effect, or another doubt; inactive = no such curve, though single readings can be large; an effect the other way counts as inactive or inconclusive.

compound,EPAC1 antagonist,FUS yeast rescue,IL2 activator,PI5P4Ka inh,Abeta rescue,WRN helicase inh,EPAC1 agonist,PLK1 PBD inh
COc1ccc(-c2csc(NC(=O)CN3C(=O)CCC3=O)n2)cc1,11%,-27%,0.7,0,7%,3%,1%,3%
CC(C)(C)Cc1c(C2CCCCC2)nc2ccc(Br)cn12,-3%,-17%,-0.6,-7,27%,-8%,-3%,4%
COc1ccc(C(NC(=O)C(C)C)c2c(O)ccc3ccccc23)cc1OC (centres undefined),2%,40%,2.1,3,20%,-7%[57.1 µM],2%,6%
COc1cc(OC)c(NC(=O)CCNC(=O)Cn2ccc3ccccc3c2=O)cc1Cl,10%,10%,-1.4,6,9%,-1%,-1%,1%
CS(=O)(=O)N(CC(=O)N1CCCC1)c1ccc(Cl)cc1Cl,-5%,13%,-2.1,-1,-19%,7%,4%,0%
O=C(CCCc1ccccc1)Nc1ccccc1[N+](=O)[O-],-8%,-7%,1.1,-29,-10%,?,5%,3.4µM*
COC(=O)C(C(=O)NCC1CCCO1)C1CCCC1 (centres undefined),-10%,-1%,-3.1,-1,8%,-4%,0%,-1%
COc1ccccc1C(O)(C(=O)NNc1ccccc1C)c1ccccc1OC,-2%,9%,1.8,10,0%,-2%,1%,-1%
O=C(Nc1scc(-c2ccccc2)c1C(=O)O)c1ccc(F)cc1,3%,-8%,1.6,?,-1%,-10%,13%,-19%
CC(OC(=O)c1ccc(CN2CCCC2=O)cc1)C(=O)Nc1ccc(Cl)cc1 (centres undefined),-17%,nt,0.4,1,9%,-10%,3%,-5%
O=C(O)C1Cc2ccccc2CN1C(=O)COc1ccc(Cl)cc1 (centres undefined),-6%,33%,1.9,-9,0%,-6%[11.6 µM],4%,-5%
CCN(C(=O)CSc1nnc(-c2ccc(F)cc2)c2ccccc12)C1CCS(=O)(=O)C1 (centres undefined),-17%,33%,-0.6,1,-2%,-1%,9%,-9%
CCSC1=NCCN1C(=O)c1ccc(S(=O)(=O)N(C)C)cc1,0%,1%,5.4,3,6%,5%,1%,-5%
Cc1ccc2[nH]c3c(=O)n4c(nc3c2c1)SCC4,-8%,7%,0.3,2,-11%,-3%,7%,-12%
CN1CCN(CC(C)(C)NS(=O)(=O)c2ccc(Cl)cc2)CC1,19%,-2%,-1.2,nt,-26%,1%,-2%,0%
COc1ccc(Nc2nc3c(C)cccn3c(=O)c2C=NCc2ccccc2)cc1,3%,-42%,-2.2,0,2%,-2%,-4%,4%
CC(Sc1nnc(CN2CCCC2)n1Cc1ccccc1)C(=O)Nc1ccc(F)c(F)c1F (centres undefined),3%,nt,-0.5,1,-9%,-1%,0%,4%
CCOC(=O)C1CSC2(CCC(c3ccccc3)CC2)N1 (centres undefined),-7%,5%,-1.5,5,17%,-1%,-2%,-21%
Fc1cccc(NC(=S)NNc2ccccc2)c1,-6%,-8%,-2.6,0,?,8%,9%,?
CCN(CC)S(=O)(=O)N1CCN(S(=O)(=O)N2CCOCC2)CC1,13%,0%,-2.6,2,3%,1%,3%,3%
O=C(CN1CCN(Cc2ccc(F)cc2)C1=O)NC1CCCC1,-9%,-4%,-0.7,3,4%,-2%,0%,-9%
O=C(O)CC1S/C(=N\N=C/c2ccccc2)N(c2ccc(O)cc2)C1=O (centres undefined),-4%,0%,0.3,nt,-13%,-1%,7%,-10%
Cc1ccc(C(O)c2ncc(-c3ccc(C(F)(F)F)cc3)[nH]2)cc1F (centres undefined),-17%,4%,-0.8,7,32%,-13%,-9%,0%
Cc1cccc2cc(C#N)c(NCCCNS(=O)(=O)c3ccc(Cl)cc3)nc12,-5%,1%,-0.9,8,19%,-9%,1%,2%

Record cards, as listed above. Values in the order: EPAC1 antagonist, FUS yeast rescue, IL2 activator, PI5P4Ka inh, Abeta rescue, WRN helicase inh, EPAC1 agonist, PLK1 PBD inh
`O=C(CN1CCN(Cc2ccc(F)cc2)C1=O)NC1CCCC1` is entered as -9%, -4%, -0.7, 3, 4%, -2%, 0%, -9%
`Cc1cccc2cc(C#N)c(NCCCNS(=O)(=O)c3ccc(Cl)cc3)nc12` is entered as -5%, 1%, -0.9, 8, 19%, -9%, 1%, 2%
`Cc1ccc(C(O)c2ncc(-c3ccc(C(F)(F)F)cc3)[nH]2)cc1F` (centres undefined) is entered as -17%, 4%, -0.8, 7, 32%, -13%, -9%, 0%

Remaining list, next part.
compound,EPAC1 antagonist,FUS yeast rescue,IL2 activator,PI5P4Ka inh,Abeta rescue,WRN helicase inh,EPAC1 agonist,PLK1 PBD inh
CCn1c(SCC(=O)NC(C)(C)C)nnc1-c1ccoc1C,1%,12%,0.2,nt,-11%,-1%,5%,-7%
C=CC[C@@H](CC(=O)NCCO)C(=O)NC[C@@H](OC(=O)[C@H](CC=C)CC(=O)OC(C)(C)C)c1ccccc1,0%,?,-0.4,8,2%,4%,-4%,-3%
COc1cc(OC)c(C(=O)OC(C)C(=O)NCc2ccc3c(c2)OCO3)cc1OC (centres undefined),6%,-3%,1.3,0,0%,-1%,-2%,-3%
CC(C)C[C@H](NC(=O)C1CC(=O)N(c2ccc3c(c2)OCO3)C1)C(=O)NCc1ccco1 (some centres undefined),-3%,-3%,0.6,-1,-5%,-11%,-2%,3%
Nc1c(Cl)cc(C2=NCCn3nc4cc([N+](=O)[O-])ccc4c32)cc1Cl,0%,?,-0.5,-5,-4%,5%,-14%,-3%
O=S(=O)(c1ccc(Cl)cc1)N1CCN(c2nc(C(F)(F)F)nc3ccccc23)CC1,-8%,-5%,-2.7,3,-35%[inhibitor],-3%,-3%,2%
COc1cccc(-c2cc(C(=O)N3CCN(C(c4ccccc4)c4ccccc4)CC3)no2)c1,-20%,?,0.4,nt,8%,-11%,11%,-2%
CC(C)n1cc(-c2nc(C(=O)NN)cs2)c(=O)n(Cc2ccccc2)c1=O,15%,32%,-0.6,-3,6%,-33%,5%,-11%
Cn1c(SCC(=O)N2CCc3ccccc32)nnc1C1CC1,5%,4%,-1.5,2,4%,3%,3%,2%
Cc1cc(C)n2nc(SCC(=O)N(Cc3ccccc3)C3CCS(=O)(=O)C3)nc2n1 (centres undefined),-6%,22%,-0.4,5,5%,1%,13%,-10%
O=C(Nc1nc(-c2ccc3c(c2)OCCO3)cs1)C1CCCC1,-2%,11%,-2.1,-10,9%,-8%,15%,-15%
COCCCNc1nc2c(c(=O)n(Cc3ccc(Cl)cc3)c(=O)n2C)n1C,-19%,26%,0.2,0,-15%,14%,-7%,-4%
CCCn1c(N)c(N(CCOC)C(=O)c2ccccc2)c(=O)[nH]c1=O,23%,33%,-0.3,0,2%,4%,6%,-2%
COc1ccc(F)cc1CN1CCN(c2ncnc3scc(-c4ccccc4)c23)CC1,-3%,-15%,-5.2,2,1%,0%,13%,2%
OCc1ccccc1N=Cc1cccnc1,6%,6%,-1.8,13,-9%,-1%,12%,-10%
CCOCCCNC(=S)N1CCN(c2nc(-c3ccc(F)cc3)cs2)CC1,-15%,44%,-0.4,12,?,-8%,14%,-6%
CCOc1ccc(NC(=O)CN(C)C(=O)CCNC(=O)c2ccccc2Cl)cc1OCC,0%,8%,0.6,1,6%,-3%,-4%,3%
O=C(O)c1c(Cl)cccc1Cl,2%,-46%,0.5,6,-17%,-3%,-25%,-6%
O=C(NC(=S)Nc1ccc(O)cc1)c1cncc(Br)c1,0%,6%,-0.8,-24,6%,-9%,6%,-12%
COc1ccc(-c2csc3nc(-c4cccnc4)nc(Cl)c23)cc1OC,-9%,22%,-0.7,-24,-36%,-5%,12%,27µM*
COc1ccc(C2=NOC(Cn3nc(C(=O)NCc4ccco4)cc3-c3ccccc3)C2)cc1 (centres undefined),-4%,?,0.5,-19,-15%,4%,5%,1%
COc1ccc(OC)c(N2CC(O)=C(c3nc4ccccc4s3)C2=N)c1,-12%,22%,2.0,-4,13%,-1%,7%,-6%
C[C@@H]1CCC[C@H](C)N1NC(=O)c1ccc(Cl)c(S(N)(=O)=O)c1,-8%,-28%,-0.4,0,?,-4%,13%,-8%
C=CCOc1ccc(C2NC(=S)NC3=C2CCc2ccccc23)cc1 (centres undefined),-18%,23%,-0.4,7,28%,-10%,14%,?
O=C(NNc1ccccc1)C(=O)NNS(=O)(=O)c1ccc(CCCl)cc1,-4%,6%,0.3,0,2%,-2%,-11%,-2%
CSc1nc(N)nc2c1ncn2C1OC(CO)C(O)C1O (centres undefined),3%,5%,-0.7,2,2%,7%,-1%,2%
Cc1ccc(/C(N)=N/OC(=O)c2ccc3c(c2)OCO3)cc1,-14%,17%,-3.4,2,-14%,2%,-4%,-14%
Cc1ccc(CNC(=O)C(Cc2ccccc2)n2cccc2)cc1 (centres undefined),-22%,8%,-2.9,10,1%,-3%,7%,-1%
CCOc1ccc(CCNS(=O)(=O)c2cc3c(cc2C)NC(=O)CO3)cc1OCC,14%,-3%,-2.0,3,0%,2%,-5%,-3%
CCCc1c(C(=O)Nc2ccc(OC)cc2)cnn1-c1ccccc1,-12%,21%,-0.1,1,-34%[inhibitor],1%,4%,-9%
COc1ccc(Br)c(C(=O)Nc2cccc(Cl)c2Cl)c1,14%,-12%,-0.2,3,-15%,-13%,19%,-13%
C=CCn1c(SCC(=O)N2CCOCC2)nc(O)cc1=O,-1%,21%,-0.2,3,-2%,-3%[57.1 µM],-6%,-4%
COc1cc(C)nc(NC(=O)COc2ccc(Cl)cc2C)n1,0%,8%,-1.7,2,12%,2%,0%,-10%
COc1cc(/C=N/Nc2nc3ccccc3s2)cc([N+](=O)[O-])c1O,8%,-11%,-0.5,-51*,-7%,?,-3%,-29%
